# HEK293 tox: qHTS of GLP-1 Receptor Inverse Agonists: Cytotox Screen; HEK293 cAMP-luciferase reporter cells, luminescence, 24 h; Potency, µM (titrated, usually from 38.3 µM), for the others: at the top dose activity change, negative = inhibition, actives largely listed as inhibitors; actives 0.13% (n = 410,000); AID 624418, 2012;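 note: loss of luciferase light is scored as toxicity; potency is the fitted concentration of half-maximal effect; % is set by controls: 0 for no effect and ±100 for the full control effect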
#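 Compound-treated cells are incubated 24 hr at 37 deg C under 5% CO2 after a 12 hour attachment period, then luciferase detection reagent is added and luminescence is measured following 12 min at room temperature; lowered signal indicates toxicity.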
# D3 antag: qHTS of D3 Dopamine Receptor Antagonist: qHTS | AID 652054, 2013 | D(3) dopamine receptor (Homo sapiens), P35462 | max response, negative = inhibition, % | D3R cells, DiscoveRx beta-arrestin luminescence, antagonist mode; hits give low values | actives 2.5% (n = 360,000); in the data active = max response below about -50%; inconclusive = no clear call, values can overlap the other calls; note: % is set by controls: 0 for no effect and ±100 for the full control effect; mostly tested at two doses, the higher about 12 µM
# Target sequence (P35462 whole entry, looked up): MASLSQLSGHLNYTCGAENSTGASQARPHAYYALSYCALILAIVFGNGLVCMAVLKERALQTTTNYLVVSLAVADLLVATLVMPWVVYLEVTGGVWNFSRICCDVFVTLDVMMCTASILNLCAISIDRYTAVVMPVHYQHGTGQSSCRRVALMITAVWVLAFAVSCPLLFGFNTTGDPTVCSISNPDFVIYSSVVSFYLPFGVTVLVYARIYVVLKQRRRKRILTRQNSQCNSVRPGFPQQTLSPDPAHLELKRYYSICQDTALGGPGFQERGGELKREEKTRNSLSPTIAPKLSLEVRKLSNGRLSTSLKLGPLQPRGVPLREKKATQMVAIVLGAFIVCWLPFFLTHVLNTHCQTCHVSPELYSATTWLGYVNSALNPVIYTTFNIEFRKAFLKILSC
#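 Cells expressing the human receptor were seeded at 1500 cells/well, incubated overnight at 37 degrees C in 5% CO2, then exposed to library compounds with dopamine controls for 90 minutes at 37 degrees C before luminescent detection.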
# PI5P4Ka inh: qHTS for Inhibitors of phosphatidylinositol 5-phosphate 4-kinase (PI5P4K) | Phosphatidylinositol 5-phosphate 4-kinase type-2 alpha (Homo sapiens), P48426 | PI5P4Kalpha enzyme, ADP-Glo luminescence, 60 min; hits give low values | max response, % | actives 1.2% (n = 330,000); active = max response of -50% or lower; inconclusive = between -30% and -50%; inactive = -30% or higher; note: value at the top dose of about 77 µM; % is set by controls: 0 for no effect and ±100 for the full control effect
#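 Single end-point luminescence (ADP-Glo) quantified ADP from PI5P4Kalpha turnover; ATP 5 microM final, 1 h at RT, 0.1% CHAPS and 0.28 mM EGTA in HEPES pH 7.4.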
# PLK1 PBD inh: qHTS for Inhibitors of PLK1-PDB (polo-like kinase 1 - polo-box domain): Primary Screen; actives 2.8% (n = 360,000); Serine/threonine-protein kinase PLK1 (Homo sapiens), P53350; Plk1 PBD binding of FITC phosphopeptide, fluorescence polarization; Potency, µM, for the others: max response, negative = inhibition, actives largely listed as inhibitors; note: potency is the fitted concentration of half-maximal effect; series mostly up to about 57 µM; % is set by controls: 0 for no effect and ±100 for the full control effect; nearly all actives have a fitted effect of over 65% in size
# Target sequence (P53350 whole entry, looked up, the tested form may be a part): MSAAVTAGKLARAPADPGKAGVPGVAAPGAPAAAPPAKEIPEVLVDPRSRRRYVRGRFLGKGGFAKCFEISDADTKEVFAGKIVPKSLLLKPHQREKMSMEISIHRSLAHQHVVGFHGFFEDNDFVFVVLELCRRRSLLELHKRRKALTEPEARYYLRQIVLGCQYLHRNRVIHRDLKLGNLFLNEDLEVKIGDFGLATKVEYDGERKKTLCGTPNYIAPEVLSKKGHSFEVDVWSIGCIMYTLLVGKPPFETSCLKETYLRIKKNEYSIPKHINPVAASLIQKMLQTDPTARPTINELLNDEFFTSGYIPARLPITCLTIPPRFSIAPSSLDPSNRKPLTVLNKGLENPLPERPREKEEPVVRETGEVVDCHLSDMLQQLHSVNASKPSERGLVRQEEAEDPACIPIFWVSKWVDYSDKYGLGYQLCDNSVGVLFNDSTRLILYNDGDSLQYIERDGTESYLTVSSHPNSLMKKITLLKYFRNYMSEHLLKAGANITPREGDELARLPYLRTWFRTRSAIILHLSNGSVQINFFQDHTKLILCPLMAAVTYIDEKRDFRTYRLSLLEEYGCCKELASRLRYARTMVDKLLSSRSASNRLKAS
# D3 ag: qHTS of D3 Dopamine Receptor Agonist: qHTS; max activation, %; D3R DiscoveRx beta-arrestin cells, luminescence, 90 min; AID 652048, 2013; actives 0.58% (n = 410,000); in the data active = max activation above about 30%; note: 0% is about no effect; mostly tested at two doses, the higher about 12 µM
#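 Agonist mode: compounds and dopamine controls were applied to plated cells for 90 min at 37 degrees C after an overnight attachment at 1500 cells/well. Luminescent read-out followed 30 - 60 minutes at room temperature with DiscoveRx detection reagent.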
# WRN inhibitor: qHTS for Inhibitors of WRN Helicase; actives 0.46% (n = 360,000); Potency, µM (top dose mostly 114 µM), for inactives: at the top dose activity change, negative = inhibition, actives largely listed as inhibitors; WRN helicase unwinding, fluorescent forked duplex, kinetic; Bifunctional 3'-5' exonuclease/ATP-dependent helicase WRN (Homo sapiens), Q14191; note: potency is the fitted concentration of half-maximal effect; % is set by controls: 0 for no effect and ±100 for the full control effect; nearly all actives have a fitted effect of over 55% in size
#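 Enzyme (20 nM final) and test compound sit together 15 min at room temperature before substrate addition. Substrate is a single-forked duplex oligonucleotide (100 nM) labelled with fluorophore and quencher, with 2 mM ATP; helicase unwinding raises red fluorescence, read kinetically.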
# GLP1R ag: qHTS of GLP-1 Receptor Agonists; HEK293 GLP-1R CRE-luciferase, luminescence, 4-6 h; cells express a hypersensitive GLP-1R form; Potency, µM (top dose mostly 45.6 µM), inactives show top-dose activation, usual class: activators; actives 0.007% (n = 380,000); Glucagon-like peptide 1 receptor (Homo sapiens), P43220; note: potency is the fitted concentration of half-maximal effect; % of control where 0% means no effect
# GLP-1R inv ag: qHTS of GLP-1 Receptor Inverse Agonists (Inhibition Mode) | Potency, µM (doses to about 38.3 µM), for the others: at the top dose activity change, negative = inhibition, usual class: inhibitors | actives 1.6% (n = 410,000) | HEK293 GLP-1R CRE-luciferase, luminescence, 24 h; GLP-1R form is constitutively active | AID 624417, 2012 | Glucagon-like peptide 1 receptor (Homo sapiens), P43220; note: potency is the fitted concentration of half-maximal effect; % is set by controls: 0 for no effect and ±100 for the full control effect; nearly all actives have a fitted effect of over 55% in size
#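 HEK293 cells stably co-expressing constitutively active GLP-1R and a cAMP-responsive luciferase reporter were seeded in DMEM with 10% Nu serum, given compounds after 12 h, and incubated 24 h at 37 deg C. Luminescence was then read.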
# IL2 activator: qHTS of IL-2 Activators; IL-2 activation reporter assay, cell-based qHTS; stimulated with anti-CD3/CD4/CD28 beads; in transgenic mouse T cells; activation, % (series mostly up to about 46 µM); actives 0.065% (n = 360,000); in the data active = activation above about 50%; inconclusive = mostly about 30% to 49%; note: 0% is about no effect
#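 Screening format: compound pinned onto unstimulated transgenic mouse T cells, 60 min incubation, then anti-CD3/anti-CD4/anti-CD28 bead stimulation for 18 hours at 37 degrees C, followed by EGFP and DsRed detection.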
# An asterisk follows results filed as active; ? = inconclusive; · = no result given; [ ] = dose if it differs, or a comment. Unless noted, calls come from the whole dose curve; as a rule, active = well fitted curve in the direction sought with a large enough effect; inconclusive = small, poorly fitted or top-dose-only effect, or another doubt; inactive = no such curve, though single readings can be large; an effect the other way counts as inactive or inconclusive.
Structure | HEK293 tox | PLK1 PBD inh | PI5P4Ka inh | D3 ag | WRN inhibitor | GLP-1R inv ag | GLP1R ag | IL2 activator | D3 antag
CCc1ccc(/C=C(/C#N)c2nc(-c3ccc(C)cc3)cs2)cc1 | -3% | · | · | 8 | · | 18% | 2% | · | ·
Cc1nn(C)c(Sc2ccccn2)c1[N+](=O)[O-] | -5% | -7% | 7 | 9 | -7% | 10% | 5% | -2.7 | 4
CCOc1ccc2[nH]c(=O)c(CN(CCN3CCCC3)C(=S)Nc3ccccc3OC)cc2c1 | -8% | -2% | 5 | -17 | -2% | ? | 10% | -4.8 | 9
O=C(CC1NCCNC1=O)NC1Cc2ccccc2C1 (configuration not stated) | -13% | 3% | 0 | 3 | 6% | 4% | 15% | -1.8 | 3
C=CCNCCCCOc1ccc(OCC)cc1 | 3% | -1% | 3 | 4 | 3% | -7% | -9% | 2.6 | 0
CCOC(=O)C1=C(c2ccccc2)OC(N)=C(C#N)C1c1ccncc1 (configuration not stated) | ? | -17% | -10 | 4 | 6% | 7% | 4% | -3.3 | -8
Cc1cc(C(=O)Nc2ccc(F)c(Cl)c2)on1 | 10% | -22% | 1 | 3 | 10% | 19% | 11% | -4.4 | 15
COc1ccc(C2Nc3ccccc3C(=O)N2Cc2ccco2)cc1COc1ccc(NC(C)=O)cc1 (configuration not stated) | -13% | -1% | -15 | 6 | 0% | 0% | 0% | 0.0 | -14
COc1ccc(OCCN2C(=O)NC(C)(c3ccc(C)cc3)C2=O)cc1 (configuration not stated) | -2% | 0% | · | 29 | 4% | 0% | 13% | -2.6 | 13
Clc1ccc(/C=N/NC(=Nc2ccccc2)c2ccccn2)c(Cl)c1 | 10µM* | 1% | 33 | -4 | -20% | 6% | 3% | -4.7 | 0
Cn1c(N2CCN(S(=O)(=O)c3ccc(Cl)cc3)CC2)nc2ccccc21 | -10% | 0% | -9 | 15 | 1% | -22% | 5% | 0.6 | 1
COc1c(O)cc2oc(-c3ccc(O)c(O)c3)cc(=O)c2c1O | -8% | -7% | -59* | 24 | 25µM* | 78%[activator] | 17% | 0.1 | 40
C/C(=N\NC(=O)c1ccc(Cl)c(Cl)c1)c1cccc(NC(=O)C(C)C)c1 | -5% | 0% | -8 | -7 | 5%[57.1 µM] | ? | -3% | -1.9 | -25
COCCNC(=O)Cn1cc(/C=N/NC(=O)c2ccc(Oc3ccc(O)cc3)cc2)c2ccccc21 | -4% | ? | -107* | -6 | -13% | 0% | 7% | 6.9 | 3
O=C(CSc1nc2ccccc2s1)NC1CCCC1 | 9% | -1% | 2 | 2 | -3% | 3% | 1% | 1.3 | 3

# Exported with two lines to a compound: entries from further up
# Below each compound: HEK293 tox	PLK1 PBD inh	PI5P4Ka inh	D3 ag	WRN inhibitor	GLP-1R inv ag	GLP1R ag	IL2 activator	D3 antag
> Cc1nn(C)c(Sc2ccccn2)c1[N+](=O)[O-]
→ -5%	-7%	7	9	-7%	10%	5%	-2.7	4
> CCOc1ccc2[nH]c(=O)c(CN(CCN3CCCC3)C(=S)Nc3ccccc3OC)cc2c1
→ -8%	-2%	5	-17	-2%	?	10%	-4.8	9
> O=C(CC1NCCNC1=O)NC1Cc2ccccc2C1 (configuration not stated)
→ -13%	3%	0	3	6%	4%	15%	-1.8	3

# Additional structures follow:
Structure | HEK293 tox | PLK1 PBD inh | PI5P4Ka inh | D3 ag | WRN inhibitor | GLP-1R inv ag | GLP1R ag | IL2 activator | D3 antag
CC1(C(=O)Nc2cccc(C(F)(F)F)c2)Cc2c(-c3ccc4c(c3)OCO4)ccnc2O1 (configuration not stated) | -24% | -3% | 14 | -15 | -3% | ? | 11% | 0.0 | -59*
Cc1cccc(CN2CCN(Cc3ccc4nonc4c3)CC2CCO)n1 (configuration not stated) | -1% | -14% | 1 | -4 | -6% | 0% | 5% | -0.6 | -2
Cc1ccc(C)c(NC(=O)CN(C)C(=O)COc2ncnc3sccc23)c1 | -4% | 0% | -12 | 2 | -5% | 14% | -1% | -1.6 | -1
Cc1sc2ncn(CC(=O)NCCCC(=O)N3CCN(c4ccccc4F)CC3)c(=O)c2c1C | 7% | -8% | -3 | -4 | -3% | 15% | 6% | 0.3 | 2
COC(=O)C1Cc2c([nH]c3ccccc23)CN1C(C)=O (configuration not stated) | 25% | -15% | -5 | -4 | -2% | 3% | 4% | -0.3 | -16
CCOc1cc(/C=N/NC(=O)Cn2nc([N+](=O)[O-])cc2C)cc(Br)c1OCc1ccccc1F | ? | 1% | · | -15 | -15% | ? | 16% | -2.8 | -25
N#CCCN1CCC(NC(=O)OCc2ccccc2)CCC1=O (configuration not stated) | -6% | -1% | 6 | 1 | -9% | 2% | 3% | -0.2 | 13
O=C1CSC(=S)N1/N=C/C=C/c1ccccc1 | 6% | ? | -63* | 10 | -28% | 26% | -2% | -0.3 | 7
CSc1cccc(NC(=O)C2CCN(S(C)(=O)=O)CC2)c1 | 2% | 1% | · | 2 | -11% | 6% | -1% | 0.6 | 16
COc1ccc(-c2c(C(F)(F)F)nn(C)c2NC(=O)CSCC(=O)O)cc1 | -7% | -4% | 4 | 4 | -28% | 5% | 1% | 1.1 | 13
O=C(NCc1ccccc1)c1ccc(-c2ccc(F)cc2)o1 | 0% | 2% | · | 8 | -9% | 3% | 25% | 0.4 | 14
COc1ccccc1N(CCC#N)C(=O)COC(=O)CCC(=O)c1ccc(F)cc1 | 5% | -15% | -1 | -1 | 4% | 2% | 1% | 0.3 | 9
COc1ccc(CCNC(=O)COC(=O)c2ccc([N+](=O)[O-])o2)cc1 | -5% | -17% | -9 | -11 | -15% | -1% | 1% | -1.9 | -10
CCCC1NC(=O)c2cc3ccccc3cc2-n2c1nc1cc(Cl)ccc1c2=O (configuration not stated) | -4% | -3% | 1 | 8 | 7% | 8% | 14% | 0.6 | -1
Cc1cccc(NC(=O)c2ccc(Cl)c(S(=O)(=O)N3CCCC3)c2)n1 | -5% | -1% | -5 | 3 | 1% | -1% | 10% | -0.3 | 9

# 3 neighbouring records already listed, quoted:
Structure | HEK293 tox | PLK1 PBD inh | PI5P4Ka inh | D3 ag | WRN inhibitor | GLP-1R inv ag | GLP1R ag | IL2 activator | D3 antag
COc1ccc(CCNC(=O)COC(=O)c2ccc([N+](=O)[O-])o2)cc1 | -5% | -17% | -9 | -11 | -15% | -1% | 1% | -1.9 | -10
CCCC1NC(=O)c2cc3ccccc3cc2-n2c1nc1cc(Cl)ccc1c2=O (configuration not stated) | -4% | -3% | 1 | 8 | 7% | 8% | 14% | 0.6 | -1
Cc1cccc(NC(=O)c2ccc(Cl)c(S(=O)(=O)N3CCCC3)c2)n1 | -5% | -1% | -5 | 3 | 1% | -1% | 10% | -0.3 | 9

# Remaining list, next part
Structure | HEK293 tox | PLK1 PBD inh | PI5P4Ka inh | D3 ag | WRN inhibitor | GLP-1R inv ag | GLP1R ag | IL2 activator | D3 antag
O=C(Nc1ccc(N2CCOCC2)cc1N1CCOCC1)c1ccccc1 | -10% | -7% | 6 | -6 | -6% | 21% | 1% | 1.4 | -24
O=C(C1CCN(S(=O)(=O)c2ccccc2)CC1)N1CCCCC1 | 0% | 3% | 1 | 2 | -1% | 3% | 3% | -3.8 | 19
CC(C)(C)c1ccc(C(=O)N2CCN(CCNC(=O)C(=O)Nc3ccc(F)cc3)CC2)cc1 | ? | 4% | 10 | -2 | -11% | -22% | 0% | -3.6 | 1
O=C(NNC(=O)c1sccc1-n1cccc1)c1cccs1 | 2% | -5% | 1 | -11 | 5% | -5% | -1% | 0.9 | -11
CC(C)C(NC(=O)c1ccccc1F)C(=O)NCCCn1ccnc1 (configuration not stated) | 11% | -4% | -6 | -2 | -19% | 8% | -8% | 0.9 | 15
Cc1ccccc1-c1nc(CN2CCC(C(=O)NCCCN3CCOCC3)CC2)c(C)o1 | -33% | -3% | · | -22 | 5% | -11% | -1% | 0.5 | -9
O=C(Cc1ccccc1[N+](=O)[O-])NCCSCc1c(F)cccc1Cl | -10% | -5% | -4 | -3 | 5% | ? | 1% | -0.7 | 9
CCOc1cccc(NC(=O)CSc2nc(C)c3c(c2C#N)CCCC3)c1 | 6% | -2% | · | 29 | -14% | 0% | 0% | 0.3 | -21
Cc1c(C)c2cc(Cl)c(O)c(CN3CCCC(C)C3)c2oc1=O (configuration not stated) | 206%[activator] | -8% | -3 | 0 | 4% | -13% | -1% | -1.7 | ?
Cc1onc(-c2c(Cl)cccc2Cl)c1C(=O)NCCc1ccncc1 | -5% | -1% | -2 | 13 | -11% | 16% | -4% | -3.5 | 7
CCC1Cc2c(nc(N)c3c(N)nc(N4CCCCC4)c(C#N)c23)O1 (configuration not stated) | 6% | -8% | 6 | 7 | -33% | -4% | 23% | -2.9 | 9
COc1ccc(C(=O)N2CCC(N3CCN(c4ccccc4)CC3)CC2)cc1OC | -6% | -10% | 3 | 3 | -1% | 2% | -2% | -0.1 | ?
CCC(C)n1ncn(-c2ccc(N3CCN(c4ccc(O)cc4)CC3)cc2)c1=O (configuration not stated) | -30% | -2% | -11 | -1 | 0% | ? | 1% | -1.1 | 6
C=CCNc1nc(C(=O)OCC(=O)Nc2ccccc2C(F)(F)F)cs1 | 4% | -3% | 6 | 9 | -1% | -6% | -1% | 2.6 | -5
Cc1ccc(-c2c3c(=O)n(C)c(=O)n(C)c3cn2Cc2ccccc2)cc1 | -17% | -27% | -3 | 4 | 1% | 0% | 6% | -1.7 | -8
CCCSc1nc2c3c(sc2c(=O)[nH]1)CC(C)(CC)OC3 (configuration not stated) | 18% | 3% | 0 | 10 | 10% | 22% | 13% | -0.9 | -10
C/C(=N\NC(=O)c1cccs1)c1ccncc1 | 2% | 1% | 1 | 0 | -2% | 41%[activator] | 19% | -2.2 | 11

# Rows are unselected, and some 7.8% of all compounds hit somewhere here.
